# MCF10A rerep: induces DNA re-replication in MCF 10a normal breast cells. Potency, µM (series often up to 46.1 µM), for the others: at the top dose activity, positive = re-replication, actives largely listed as activators. MCF 10A DNA re-replication, Hoechst nuclear intensity, 48 h. hit rate 2.9% among 350,000; also: potency is read from the fitted curve at half-maximal effect; % of control where 0% means no effect; nearly all actives have a fitted effect of over 50% in size
# KB-3-1 tox: kills parental KB-3-1 adenocarcinoma cells | KB-3-1 viability, CellTiter-Glo ATP luminescence, 72 h | Potency, µM (series often up to 46.1 µM), for inactives: top-dose activity change, negative = cytotoxic, actives largely listed as cytotoxic | hit rate 1.4% among 400,000; also: potency is read from the fitted curve at half-maximal effect; % is scaled to controls: 0 for no effect and ±100 for the full control effect; nearly all actives have a fitted effect of over 60% in size
#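 Cells are dispensed, compounds pinned in, plates held at 37 °C for 72 h, then CellTiter-Glo is added and luminescence read after 10 minutes. Cell line: parental KB-3-1 in phenol-red-free DMEM, 10% FBS.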
# HT1080 IDH1KD tx: kills HT-1080 cells with IDH1 knockdown | HT-1080 IDH1 knockdown viability, ATP luminescence, 48 h | Potency, µM (series often up to 46.1 µM), for the others: top-dose activity, negative = toxicity, hits mostly cytotoxic | hit rate 2% among 360,000 | AID 686971;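 also: potency is read from the fitted curve at half-maximal effect; 0% = DMSO wells and -100% = cell-free medium wells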
#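 % activity derives from luminescence (CellTiter-Glo), normalised to DMSO and no-cell wells. HT-1080-IDH1KD cells, 750/well, had 48 h compound exposure at 37 °C.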
# ATXN viability: reduces viability in counter-screen for ATXN expression inhibitors; AID 651635; S2 cells (HEK-293 line with an ATXN2-luciferase reporter) viability, CellTiter-Fluor protease fluorescence, 24 h; Potency, µM (titrated, usually from 56.7 µM), hits mostly cytotoxic; hit rate 0.49% among 400,000; also: potency is read from the fitted curve at half-maximal effect; nearly all actives have a fitted effect of over 40% in size
# HepG2 viability: counter-screen for TGF-b inhibitors: cytotoxicity in HepG2 cells. Potency, µM (titrated, usually from 46.1 µM), for inactives: top-dose activity change, negative = cytotoxicity, hits mostly cytotoxic. hit rate 0.76% among 410,000. HepG2 CAGA-GFP viability, ATP luminescence, 18 h; also: potency is read from the fitted curve at half-maximal effect; some results filed as inactive show a strong effect at the top dose
#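 CellTiter-Glo luminescence gave cytotoxicity after 18 hours at 37 degrees C. The cells were HepG2 CAGA-GFP in 1% FBS DMEM, stimulated with 500 pg/mL TGF-beta after compound addition. %Activity was normalised to no-cell wells (complete cell-killing) and DMSO (no toxicity), and curves were fitted and classified.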
# SW480 rereplic: induces DNA re-replication in SW480 colon adenocarcinoma cells. SW480 DNA re-replication, Hoechst DNA content imaging, 48 h. Potency, µM (titrated, usually from 46.1 µM), without a hit: at the highest dose re-replication activation, most hits filed as activators. hit rate 1.8% among 340,000. AID 624297; also: potency is read from the fitted curve at half-maximal effect; % of control where 0% means no effect; nearly all actives have a fitted effect of over 55% in size
#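 Hoechst fluorescence of nuclei (405 nm excitation, 500-530 nm emission) measured by plate-scanning imager after 48 hr compound exposure at 37 C; re-replication scored as increased number of nuclei with elevated intensity.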
# HT1080NT lethal: kills 2HG-producing HT-1080-NT fibrosarcoma cells. hit rate 1.6% among 360,000. HT-1080-NT fibrosarcoma viability, CellTiter-Glo ATP luminescence, 48 h. AID 686970. Potency, µM (titrated, usually from 46.1 µM), for the others: top-dose activity, negative = less viability, usual class: cytotoxic;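 also: NT is the 2HG producing partner of a matched IDH1 knockdown line; potency is read from the fitted curve at half-maximal effect; 0% = DMSO-treated cells and -100% = media-only wells without cells; nearly all actives have a fitted effect of over 55% in size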
#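 Viability of the 2HG-overproducing fibrosarcoma line after 48 hours of compound exposure at 37 degrees C was determined by luminescence with CellTiter-Glo, and concentration-effect curves were then fitted and categorized.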
# IL1B secr inh: blocks inflammasome-driven IL-1 beta release; THP-1 LPS/ATP IL-1B secretion, AlphaLISA, 16 h; hits give low values; activity change, % at 57.5 µM; hit rate 4.7% among 360,000; AID 743279; in the data active = activity change below about -50%; inconclusive = mostly about -30% to -49%; also: % is scaled to controls: 0 for no effect and ±100 for the full control effect
#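 THP-1 cells pretreated 1 hr with compounds (up to 57.5 uM final), then stimulated with LPS (250 ng/mL final) plus ATP (1.25 mM final); secreted IL-1B measured by AlphaLISA after 16 hr, decreased signal indicating inhibition.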
# ATXN2 expr inh: inhibitors of ATXN2 expression; HEK-293 ATXN2-luciferase reporter, luminescence, 24 h; Potency, µM (highest dose often 57 µM), inactives show at the top dose activity change, negative = inhibition, actives largely listed as inhibitors; hit rate 0.72% among 360,000; also: potency is read from the fitted curve at half-maximal effect; % is scaled to controls: 0 for no effect and ±100 for the full control effect; nearly all actives have a fitted effect of over 55% in size
#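 qHTS (up to 57 uM final) was run with 24 h compound exposure of reporter cells at 37 °C. Each well was multiplexed: SteadyGlo luminescence measured ATXN2-luciferase expression after a fluorogenic Gly-Phe-AFC viability readout (25 uM final).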
# * hit, by the source's call; i = inactive; ? = inconclusive; . = no result given; [ ] = remark or other dose. Unless noted, calls follow the shape of the dose curve; as a rule, active = well fitted curve in the direction sought with a large enough effect; inconclusive = small, poorly fitted or top-dose-only effect, or another doubt; inactive = no such curve, though single readings can be large; an effect the other way counts as inactive or inconclusive.
mol	HepG2 viability	HT1080 IDH1KD tx	IL1B secr inh	HT1080NT lethal	SW480 rereplic	ATXN viability	MCF10A rerep	ATXN2 expr inh	KB-3-1 tox
COCCC(=O)N1CCC(Oc2ccc(C(=O)N3CCCCC3COC)cc2)CC1 (stereo unspecified)	4%	1%	12	-3%	?	i	3%	11%	4%
COC(=O)c1ccccc1NC(=O)c1ncoc1-c1ccco1	-13%	.	.	.	.	i	.	-8%	3%
CCOC(=O)Cc1cc(=O)n(-c2nc3ccccc3s2)[nH]1	-12%	-6%	13	-18%	-1%	?	?	1%	1%
NC(=O)c1ncn([C@@H]2O[C@H](CNC(=O)[C@H](N)CSCc3ccccc3)[C@@H](O)[C@H]2O)n1	2%	8%	51	13%	4%	i	-4%	9%	0%
S=C(NCCN1CCOCC1)Nc1ccc(Nc2ccccc2)cc1	-10%	1%	-12	-5%	-6%	i	-1%	-3%[11.3 µM]	-13%
CC[C@@]1(c2ccccc2)NC(=O)N(C)C1=O	.	.	.	.	1%	i	14%	7%	.
O=C(Nc1cccc(C(F)(F)F)c1)C(=O)N1CCCCC1	-10%	-4%	0	-1%	2%	i	0%	32%[activator]	0%
COc1ccc(C(=O)NCC(=O)N/N=C/c2ccco2)cc1OC	-8%	13%	2	23%	-4%	i	2%	0%	22%
COc1ccc(CSc2nncn2C)cc1F	-10%	1%	0	0%	-4%	i	-2%	2%	0%
CCOC(=O)Cc1csc(NC(=O)Nc2ccc(OC(F)(F)F)cc2)n1	-23%	?	-17	-28%	0%	?	5%	-2%	?
Cc1ccc(NC(=O)CSc2nc(=O)n(CCCN3CCOCC3)c3c2CCCC3)cc1F	-30%	-11%	-85*	-7%	9%	i	?	-4%	10%
Cc1ccc(C(=O)NCC(=O)OCCCOC(=O)CNC(=O)c2ccc(C)c(C)c2)cc1C	-24%	0%	17	0%	-2%	i	-2%	-9%	1%
C=CCCCCCCCCC(=O)N1CCN(c2cc3c(cc2F)c(=O)c(C(=O)O)cn3CC)CC1	-22%	7%	28	2%	-24%	i	2%	14%	-5%
O=C(N/N=C\c1cccc(Cl)c1)c1ccc(Cn2cccn2)o1	-4%	0%	-4	5%	-6%	i	1%	7%	15%
CCOCCc1nn2c(=O)cc(COC(=O)c3ccccc3NC(=O)C3CCCCC3)nc2s1	-40%	.	.	.	.	i	.	10%	2%
CN(C)CCCOc1ccc(Cl)cc1Br	-13%	-16%	-11	-15%	1%	i	-1%	-19%	8%
CCSc1nnc(-c2ccccc2SC)o1	6%	-1%	29	2%	6%	i	-14%	35%	12%
NC(=O)Cc1ccc(C(=O)c2ccc(F)cc2)s1	-18%	3%	15	-1%	-11%	i	-4%	25%	7%
CCCNC(=O)c1ccc(COc2ccc(C(C)(C)C)cc2)o1	-20%	-19%	-69*	?	9%	i	?	-7%	-12%
COc1ccc(C(=O)NCc2nnc(SCC(=O)NC3CCCCC3)n2C)cc1	-13%	-2%	-8	5%	-14%	i	-8%	12%	7%
CCOc1ccc(C2C(C(=O)NC)=C(C)Nc3nc4ccccc4n32)cc1OC (stereo unspecified)	-8%	9%	5	21%	-12%	i	-5%	2%	11%
COCCN(C(=S)Nc1ccccc1OC)C1CCN(C(C)=O)CC1	8%	15%	5	19%	-3%	i	0%	1%	17%
O=C(Nc1ccccc1)c1cc(C2CCCCN2C(=O)CCCc2ccccc2)on1 (stereo unspecified)	-9%	9%	-24	16%	.	i	.	-12%	-1%
Cn1cnnc1SCCCN1C(=O)c2cccc3cccc(c23)C1=O	-4%	12%	-16	15%	-1%	i	-3%	.	4%
CCOc1ccccc1N=Cc1c(O)n(C)c(=O)n(C)c1=O	1%	17%	0	22%	-8%	i	16%	6%	4%
Fc1ccccc1CSc1ncnc2c1oc1ccccc12	-23%	-16%	21	-10%	?	i	?	17%	?
CCOC(=O)NC(=O)c1cn(C(CC)CO)c(=O)[nH]c1=O (stereo unspecified)	-17%	22%	-3	?	26%	i	4%	-4%	14%
O=C1OCCN1C(=O)[C@H]1[C@H](c2ccc(Cl)cc2)C(c2ccc(F)cc2)=NN1c1ccc(Br)cc1	-31%	?	-22	-27%	21µM*	.	?	-10%	0%
CC(C)(C)NC(=O)CSC(=Nc1ccc(F)cc1)NC#N	-31%	1%	-97*	4%	-2%	i	?	11%	-1%
CCC(C)(C(=O)NC1CCCC1)N(CC1CCCO1)C(=O)CNC(=O)c1ccccc1 (stereo unspecified)	-7%	1%	48	-7%	-2%	i	1%	-10%	1%
CCOC(=O)C1(Cc2cccc(F)c2)CCN(Cc2cnn(CC)c2C)CC1	-18%	0%	-10	4%	-20%	i	?	-24%	0%
CCOC(=O)C1CCN(C(=O)c2c(-c3c(Cl)cccc3Cl)noc2C)CC1	1%	-1%	0	1%	-10%	i	23%	0%	-3%
O=C(NC12CC3CC(CC(C3)C1)C2)c1cc([N+](=O)[O-])ccc1Cl	25%	-2%	-7	-2%	4%	i	-14%	18%	-10%
COc1ccc(C(=O)C(Cc2cc(C(C)=O)ccc2OC)N2CCCC2)cc1 (stereo unspecified)	-7%	0%	20	-3%	4%	i	0%	3%[11.3 µM]	7%
Cc1ccc(CSc2nc3nc(C)cc(C)n3n2)cc1	11%	-5%	3	-10%	-6%	i	2%	20%	-4%
Cc1cc(C)n2nc(SC(C)C(=O)N3CC(C)OC(C)C3)nc2n1 (stereo unspecified)	-3%	-4%	-6	0%	0%	i	18%	-1%	.
CCN(CC)C(=O)C1=C(C)N(CCCOC)C(=O)C(CC(=O)NCCN2CCOCC2)C1 (stereo unspecified)	-7%	-1%	5	2%	.	i	.	5%	2%
CC(=O)N1CCC2(CC1)CC(=O)c1cc(OCC(=O)NCc3ccco3)ccc1O2	-23%	22%	1	5%	-4%	?	?	-11%	9%
Cc1ccc(C(C)C)c(OCc2ccc(C(=O)N/N=C/c3ccc(O)c(O)c3)cc2)c1	-74%	?	-100*	-26%	?	i	?	?	?
CC(=O)Nc1ccc(S(=O)(=O)NCCc2ccccn2)cc1	1%	16%	21	13%	0%	i	-5%	0%	6%
COc1ccc(C(C)(C)C)cc1NC(=O)CSc1ncn[nH]1	-6%	-13%	4	-13%	-538%[inhibitor]	i	5%	-8%	9%
COc1cccc(NC(=O)COc2cccc(-n3cnnn3)c2)c1	8%	6%	0	5%	3%	i	-6%	-19%	13%
COC(=O)[C@@]1(Cc2ccc(OC)cc2)[C@H]2c3cc(C(=O)N(C)C)n(C[C@H](O)CO)c3C[C@H]2CN1C(=O)c1ccccc1	-9%	12%	1	20%	2%	i	0%	5%	6%
CCCCn1c(N)c(N(CCOC)C(=O)CSCc2cccc(C)c2)c(=O)[nH]c1=O	16%	8%	-6	8%	-25%	i	3%	-1%	13%
Cc1ccnc(N2CCC(C(=O)Nc3ccc(Oc4ccccc4)cc3)CC2)n1	-10%	5%	14	1%	-9%	i	1%	5%	-2%
Cc1ccc(S(=O)(=O)N(c2cccc(C(F)(F)F)c2)C2C=CS(=O)(=O)C2)cc1 (stereo unspecified)	-6%	-29%	-91*	1%	?	i	23µM*	-9%	-2%
CC(=O)Oc1cc2c(C(C)=O)coc2c2ccccc12	-4%	6%	-7	-10%	-19%	?	1%	17%	-4%
COc1ccc(-c2nnc(SCC(=O)NCCc3ccc(S(N)(=O)=O)cc3)o2)cc1OC	-2%	-1%	1	0%	-8%	i	-3%	-2%	22%
COc1ccc(NC(=O)/C(=C\c2ccc3c(c2)OCO3)NC(C)=O)cc1	-22%	28%	8	22%	-8%	i	2%	-9%	6%
CSc1nccc(Oc2ccccc2Cl)n1	12%	5%	.	8%	-33%[inhibitor]	i	?	28%	-11%
NC(=O)c1cccc(-c2cnc3c(Nc4cccc(OC(F)(F)C(F)F)c4)nccn23)c1	-29%	?	51	?	.	i	.	-13%	-16%
Cc1ccc(N2C(=O)c3ccccc3C2Nc2ccc(S(=O)(=O)N3CCCCC3)cc2)nc1 (stereo unspecified)	-22%	-2%	-6	-23%	1%	?	2%	5%	1%

# Five entries drawn at random from those above:
mol	HepG2 viability	HT1080 IDH1KD tx	IL1B secr inh	HT1080NT lethal	SW480 rereplic	ATXN viability	MCF10A rerep	ATXN2 expr inh	KB-3-1 tox
COc1ccc(CSc2nncn2C)cc1F	-10%	1%	0	0%	-4%	i	-2%	2%	0%
Cc1ccc(NC(=O)CSc2nc(=O)n(CCCN3CCOCC3)c3c2CCCC3)cc1F	-30%	-11%	-85*	-7%	9%	i	?	-4%	10%
O=C(Nc1ccccc1)c1cc(C2CCCCN2C(=O)CCCc2ccccc2)on1 (stereo unspecified)	-9%	9%	-24	16%	.	i	.	-12%	-1%
Cc1ccc(CSc2nc3nc(C)cc(C)n3n2)cc1	11%	-5%	3	-10%	-6%	i	2%	20%	-4%
Cc1cc(C)n2nc(SC(C)C(=O)N3CC(C)OC(C)C3)nc2n1 (stereo unspecified)	-3%	-4%	-6	0%	0%	i	18%	-1%	.

# Part of the list above, set out differently:
# Second line of a record: HepG2 viability	HT1080 IDH1KD tx	IL1B secr inh	HT1080NT lethal	SW480 rereplic	ATXN viability	MCF10A rerep	ATXN2 expr inh	KB-3-1 tox
COC(=O)[C@@]1(Cc2ccc(OC)cc2)[C@H]2c3cc(C(=O)N(C)C)n(C[C@H](O)CO)c3C[C@H]2CN1C(=O)c1ccccc1
  -9%	12%	1	20%	2%	i	0%	5%	6%
CCCCn1c(N)c(N(CCOC)C(=O)CSCc2cccc(C)c2)c(=O)[nH]c1=O
  16%	8%	-6	8%	-25%	i	3%	-1%	13%

# From PubChem
